Screening results as filed in PubChem.
POLI inh = blocks human DNA polymerase iota activity; Q9UNA4; Pol iota fluorescent replication assay, 10 min; Potency, µM (highest dose often 115 µM), without a hit: at the top dose activity, negative = inhibition, most hits filed as inhibitors; 390,000 compounds, 1% hits; AID 588590; note: potency is the fitted concentration of half-maximal effect
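Pol iota at 10 nM preincubated 15 min with compounds at room temperature; reaction started with fluorescent substrate, 50 nM final. Fluorescence read kinetically at 0 and 10 min; buffer-only wells as negative control.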
GRP78 ERSR act = induces the endoplasmic reticulum stress response in human glioma cells. U87-MG GRP78 promoter luciferase reporter, 16 h. Potency, µM, for the others: at the top dose activation, usual class: activators. 420,000 compounds, 0.02% hits; note: potency is the fitted concentration of half-maximal effect; series mostly up to about 76 µM; % of control where 0% means no effect; nearly all actives have a fitted effect of over 35% in size
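ERSR induction read as luciferase luminescence (Bright-Glo, 10 min at room temperature) in stably transfected human U87-MG glioma cells exposed to compounds for 16 h, using GRP78 as sensor.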
Pol beta inh = DNA polymerase beta (human) inhibition; Potency, µM (highest dose often 114 µM), inactives show at the highest dose activity change, negative = inhibition, actives largely listed as inhibitors; P06746; AID 485314; 340,000 compounds, 1.3% hits; Pol beta primer extension/strand displacement, fluorescence kinetic; note: potency is the fitted concentration of half-maximal effect; % is set by controls: 0 for no effect and ±100 for the full control effect
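Values derive from four-parameter Hill fits of normalized kinetic data: reads at 0 and 10 min following addition of 50 nM substrate to 10 nM Pol beta preincubated 15 min with compound.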
Pol eta inh = inhibitors of human DNA polymerase eta; Q9Y253; recombinant Pol eta, fluorescent DNA replication assay; Potency, µM (doses to about 114 µM), without a hit: at the highest dose activity change, negative = inhibition, actives largely listed as inhibitors; 390,000 compounds, 1.2% hits; AID 588591; note: potency is the fitted concentration of half-maximal effect; % is set by controls: 0 for no effect and ±100 for the full control effect
Target sequence (Q9Y253 whole entry, looked up): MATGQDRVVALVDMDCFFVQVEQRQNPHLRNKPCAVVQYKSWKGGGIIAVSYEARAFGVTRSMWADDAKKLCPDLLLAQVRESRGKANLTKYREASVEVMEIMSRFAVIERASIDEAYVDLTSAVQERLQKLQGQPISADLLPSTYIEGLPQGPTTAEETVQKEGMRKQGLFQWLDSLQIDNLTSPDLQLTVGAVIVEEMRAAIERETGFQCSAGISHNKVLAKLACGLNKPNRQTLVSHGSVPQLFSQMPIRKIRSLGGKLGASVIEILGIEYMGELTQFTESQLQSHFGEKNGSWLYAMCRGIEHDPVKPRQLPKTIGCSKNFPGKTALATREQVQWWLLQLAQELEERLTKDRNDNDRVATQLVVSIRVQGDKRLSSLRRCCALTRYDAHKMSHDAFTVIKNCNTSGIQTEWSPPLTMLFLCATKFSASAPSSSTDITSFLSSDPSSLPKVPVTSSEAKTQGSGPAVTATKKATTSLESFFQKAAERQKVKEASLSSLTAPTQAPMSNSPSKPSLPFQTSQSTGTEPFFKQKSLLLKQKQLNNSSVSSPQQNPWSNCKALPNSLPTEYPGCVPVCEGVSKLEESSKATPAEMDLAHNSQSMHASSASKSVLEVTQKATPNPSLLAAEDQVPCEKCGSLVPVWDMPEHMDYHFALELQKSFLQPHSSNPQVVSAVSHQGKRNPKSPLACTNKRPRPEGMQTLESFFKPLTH
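Pol eta at 10 nM preincubated with compounds 15 min at room temperature; reaction started with fluorescent substrate (50 nM final) and read kinetically at 0 and 10 min.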
Apoferritin bind = candidate novel general anesthetic via apoferritin binding. P02791. apoferritin/1-aminoanthracene competitive binding, fluorescence. Potency, µM (titrated, usually from 77.5 µM), for inactives: at the top dose activity change, negative = displacement, most hits filed as inhibitors. AID 485281. 350,000 compounds, 0.074% hits; note: potency is the fitted concentration of half-maximal effect; % is set by controls: 0 for no effect and ±100 for the full control effect; nearly all actives have a fitted effect of over 20% in size
Target sequence (P02791 2-175 limits assumed): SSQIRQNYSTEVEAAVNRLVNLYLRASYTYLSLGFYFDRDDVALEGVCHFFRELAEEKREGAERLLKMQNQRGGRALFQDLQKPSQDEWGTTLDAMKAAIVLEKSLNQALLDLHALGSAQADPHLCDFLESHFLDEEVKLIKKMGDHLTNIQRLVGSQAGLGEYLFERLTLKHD
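Concentration-response curves derived by four-parameter Hill fitting of normalized fluorescence, where compounds displaced 1-AMA from 10 uM horse apoferritin following a brief 10 min room-temperature incubation; propofol titration acted as positive control.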
APE1 inh = inhibitors of human APE1 endonuclease. Potency, µM (highest dose often 65.8 µM), for inactives: at the highest dose activity change, negative = inhibition, usual class: inhibitors. 350,000 compounds, 0.35% hits. recombinant APE1, TAMRA/BHQ-2 abasic DNA cleavage fluorescence. P27695;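 note: potency is the fitted concentration of half-maximal effect; plate controls were vehicle for no effect and reference inhibitor for full effect; nearly all actives have a fitted effect of over 55% in size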
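Substrate: short duplex with […] THF abasic site, 5'-TAMRA and 3'-BHQ-2, 50 nM final. APE1 at 0.75 nM, preincubated 15 min RT with compound. Fluorescence increase from first to third read measured activity.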
POLK inh = inhibitors of human DNA polymerase kappa | purified Pol kappa, fluorescent DNA synthesis assay, 10 min | Potency, µM (series often up to 107 µM), for inactives: top-dose activity, negative = inhibition, most hits filed as inhibitors | 400,000 compounds, 0.53% hits | AID 588579; note: potency is the fitted concentration of half-maximal effect; % is set by controls: 0 for no effect and ±100 for the full control effect
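50 nM final substrate added after 15 min RT preincubation of 10 nM Pol kappa with compound; fluorescence read at 0 and 10 min.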
BLM helicase inh = Bloom syndrome helicase (human) inhibition. P54132. recombinant BLM DNA unwinding, fluorescence dequenching. Potency, µM (series often up to 56.1 µM), for the others: at the top dose activity change, negative = inhibition, most hits filed as inhibitors. 350,000 compounds, 0.2% hits. AID 2528;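 note: potency is the fitted concentration of half-maximal effect; plate controls were vehicle for no effect and no enzyme for full effect; nearly all actives have a fitted effect of over 35% in size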
LDHA inh = blocks human lactate dehydrogenase A; purified LDHA, NADH/diaphorase-resazurin fluorescence; stronger effect = lower value; activity change, % (values are at about 110 or 230 µM); 480,000 compounds, 0.15% hits; AID 1347041; in the data active = activity change below about -30%; inconclusive = mostly about -25% to -30%;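 note: plate controls were DMSO wells for no effect and wells without enzyme for full effect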
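Human LDH5 (2 nM) was incubated with 0.06 mM NADH and 0.2 mM pyruvate for 5 min at room temperature in Tris pH 7.4. Remaining NADH was coupled through diaphorase/resazurin, and resorufin fluorescence was read at 0 and 20 min.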
An asterisk follows results filed as active; ? = inconclusive; . = not tested or not shown; & = joins results of further samples; [ ] = dose if it differs, or a comment. Unless noted, calls come from the whole dose curve; as a rule, active = well fitted curve in the direction sought with a large enough effect; inconclusive = small, poorly fitted or top-dose-only effect, or another doubt; inactive = no such curve, though single readings can be large; an effect the other way counts as inactive or inconclusive. The list is partial, so the mix of outcomes need not match the whole.

SMILES	POLI inh	GRP78 ERSR act	Pol beta inh	Pol eta inh	Apoferritin bind	APE1 inh	POLK inh	BLM helicase inh	LDHA inh
CCOC(=O)c1sc(NC(=O)C2CC(=O)N(c3ccc(OC)cc3)C2)nc1C (configuration not stated)	77%[activator]	-3%	34%	-13%	5%	20%	-7%	0%	-13&-6
C=Cc1ccc(COC(=O)c2cn(CC)c3nc(C)ccc3c2=O)cc1	74%[activator]	-4%	23%	-15%	4%	-6%	0%	-1%	-4
CCOc1ccc(-n2cc(-c3ccccc3)c3c(NC4CCCC4)ncnc32)cc1	-2%	-4%	-5%	-16%	43%[activator]	.	-13%[60.1 µM]	-7%	-5
COC(=O)c1c(-c2cccc(OC)c2)csc1N	1%	-1%	-30%	-18%	4%	8%	-4%	0%	8
COCCCNc1nc2ccccc2[nH]c1=O	2%	-3%	36%[activator]	-9%	-24%	15%	3%	-7%	0
CCCN1CCN(CC2=C(C(=O)OCC)C(c3ccc(OC(C)C)cc3)NC(=O)N2)CC1 (configuration not stated)	0%	-4%	44%[activator]	3%	-8%	.	-11%	1%	-9
COc1cc(CCC(=O)Nc2ccc(S(=O)(=O)NC3=NCCCCC3)cc2)cc(OC)c1OC	97%[activator]	-3%	2%	-14%	-8%	-3%	-3%	1%	0
COc1ccc2c(c1)c1c(c(=O)n(-c3ccc(F)c(Cl)c3)c(=O)n1Cc1ccccc1C)n2C	26%	-1%	20%	-6%	47%[activator]	.	-8%	-3%	-11
CCCCC(=O)Nc1nc(C)c(-c2csc(Nc3cc(OC)ccc3OC)n2)s1	-4%	-4%	1%	-23%	-18%	-1%	-14%	-7%	3
COc1ccc(CC(=O)Nc2cc(S(=O)(=O)N3CCCCC3)ccc2N2CCN(C)CC2)cc1	19%	-3%	37%	-9%	-12%	14%	0%	5%	7
NS(=O)(=O)c1ccc(NC(=O)Cc2c(F)cccc2Cl)cc1	0%	-2%	-1%	1%	?	1%	-7%	-7%	-1
Cc1ccc(-n2ncc3c(Nc4ccc(Oc5ccccc5)cc4)ncnc32)cc1	22%	-3%	-1%	-11%	-12%	.	-10%[60.1 µM]	-11%	-4
N#Cc1c(N)nc2c(c1-c1ccccc1)CCC2	-6%	0%	2%	-15%	0%	-6%	1%	-11%	-1
O=C(Nc1ccc(-c2cc3ccccc3oc2=O)c(Cl)c1)c1cccnc1	?	-4%	?	-11%	-4%	?	-4%	-4%	0
O=C(COC(=O)c1cccc2ccccc12)NCC1CCCO1 (configuration not stated)	98%[activator]	5%	-1%	1%	-6%	-4%	-13%	1%	-4
CC1(C)CC(=O)C2=C(C1)N1C(=C(C#N)C2c2ccccc2Cl)N=C(N)c2ccccc21 (configuration not stated)	-7%	-2%	-12%	-8%	-9%	?	-6%	-9%	-2
CC(C)c1nnc(NC(=O)CCC(=O)NCc2ccc(F)cc2)s1	-2%	-3%	6%	-8%	0%	4%	14%	1%	2
O=C(C[C@H]1C[C@H](C(=O)N2CCCCC2)[C@@]2(CCc3ccccc3)c3[nH]c4cc(-c5ccco5)ccc4c3CCN2C1=O)NCc1ccco1	?	-5%	.	-12%	.	15%	13%	.	2
O=C(O)C1C2C=CC(C2)C1C(=O)OC1CC2CCC1C2 (configuration not stated)	2%	-1%	23%	1%	-17%	13%	-9%	-1%	0
Cc1cccc(Nc2nnc(SCc3cc(=O)n4cc(C)ccc4n3)s2)c1	9%	-1%	0%	-2%	3%	-2%	-7%	-9%	-2
Cc1ccc(NCN2C(=O)C3CC=C(Cl)CC3C2=O)cc1 (configuration not stated)	4%	-4%	1%	10%	-9%	-2%	-1%	-1%	-2
COC(=O)CSc1nc2ncc(Cl)cc2[nH]1	13%	-4%	13%	-20%	-3%	?	-1%	1%	-4
COc1cc(OC)c(C=CC(=O)c2ccccc2O)c(OC)c1	14%	-1%	.	-21%	.	.	-8%	.	-1
CN(C)C(=O)c1cc(C(=O)c2ccc(F)cc2Cl)c[nH]1	3%	2%	8%	13%	4%	-4%	-15%	-2%	-6
CC(=O)C12C3C4C(C5C1C3C5(Br)C41OCCO1)C21OCCO1 (configuration not stated)	183%[activator]	-5%	33%	-17%	-9%	5%	-9%	4%	-5
CC(NC(=O)C(=O)N1CCCCC1)C(c1cccs1)N1CCN(c2ccc(F)cc2)CC1 (configuration not stated)	-1%	-7%	10%	-23%	-18%	-6%	-7%	0%	-11
CCc1cccc(-n2c(=O)c3cccnc3n2CC(=O)NCc2ccccc2Cl)c1	34%[activator]	-1%	13%	-18%	36%[activator]	.	-2%	-1%	-4
O=C(COC(=O)c1cc(Cl)nc(Cl)c1)NCc1ccc2c(c1)OCO2	-21%	-2%	.	4%	.	1%	-4%	.	-4
Cc1ccc([N+](=O)[O-])cc1NCC(=O)NN	-3%	2%	-18%	-2%	?	3%	-5%	0%	-7
O=C(NCc1cccnc1)C1CCN(S(=O)(=O)c2cccc(C(F)(F)F)c2)CC1	43%	-2%	.	-10%	.	-7%	0%	.	-1
COc1ccc(NC(=O)Nc2cn(CC(C)C)c(=O)c3ccccc23)c(OC)c1	35%[activator]	-1%	27%	-11%	9%	.	-10%	-11%	0
O=C(COc1ccc(Cl)cc1)NN=C1CCCCCCC1	99%[activator]	-11%	-8%	-16%	-13%	19%	-5%	1%	-4
COc1ccc(CCNC(=O)c2ccc3c(c2)NC(=O)C(C(C)C)N3)cc1OC (configuration not stated)	44%[activator]	-4%	12%	-14%	-8%	25%	7%	-1%	1
Cc1ccc(C)c(N2CCN(C(=O)C3CCN(S(=O)(=O)c4cn(C)cn4)CC3)CC2)c1	5%	0%	-7%	-6%	0%	.	-8%[60.1 µM]	0%	-7
N/N=C/C(=N\Nc1ccc(Cl)cc1)C(=O)c1ccncc1	8%	1%	-6%	-5%	-10%	-3%	-8%	-3%	-8
CC(=O)NC(CCS(C)(=O)=O)C(=O)Nc1ccc(C)c(F)c1 (configuration not stated)	2%	9%	8%	-9%	-5%	11%	-7%	-4%	-1&-8
CCCC(C(=O)NC1CCCC1)N(Cc1ccc(OC)cc1)C(=O)c1snc(C(N)=O)c1N (configuration not stated)	41%[activator]	-7%	0%	-22%	-23%	39%[12.4 µM]	2%	-1%	1
CC(C)NC(=O)CSc1ccccc1C(=O)N1CCN(S(=O)(=O)/C=C/c2ccccc2)CC1	16%	-2%	.	-10%	.	16%	-14%	.	-2
CCc1ccc(N2CSC3=C(C#N)C(c4cccs4)CC(=O)N3C2)cc1 (configuration not stated)	11µM*	6%	?	?	-14%	-4%	79µM*	-26%	10
CCCN(CC(=O)Nc1ccccc1OC)C(=O)CSc1ccc(Br)cc1C	78%[activator]	0%	.	-9%	.	-22%	-5%	.	1

Pulled one by one from above, seven records:
SMILES	POLI inh	GRP78 ERSR act	Pol beta inh	Pol eta inh	Apoferritin bind	APE1 inh	POLK inh	BLM helicase inh	LDHA inh
CCCN1CCN(CC2=C(C(=O)OCC)C(c3ccc(OC(C)C)cc3)NC(=O)N2)CC1 (configuration not stated)	0%	-4%	44%[activator]	3%	-8%	.	-11%	1%	-9
O=C(Nc1ccc(-c2cc3ccccc3oc2=O)c(Cl)c1)c1cccnc1	?	-4%	?	-11%	-4%	?	-4%	-4%	0
O=C(COC(=O)c1cccc2ccccc12)NCC1CCCO1 (configuration not stated)	98%[activator]	5%	-1%	1%	-6%	-4%	-13%	1%	-4
Cc1ccc([N+](=O)[O-])cc1NCC(=O)NN	-3%	2%	-18%	-2%	?	3%	-5%	0%	-7
CC1(C)CC(=O)C2=C(C1)N1C(=C(C#N)C2c2ccccc2Cl)N=C(N)c2ccccc21 (configuration not stated)	-7%	-2%	-12%	-8%	-9%	?	-6%	-9%	-2
CN(C)C(=O)c1cc(C(=O)c2ccc(F)cc2Cl)c[nH]1	3%	2%	8%	13%	4%	-4%	-15%	-2%	-6
COc1ccc(CCNC(=O)c2ccc3c(c2)NC(=O)C(C(C)C)N3)cc1OC (configuration not stated)	44%[activator]	-4%	12%	-14%	-8%	25%	7%	-1%	1

(more compounds)
SMILES	POLI inh	GRP78 ERSR act	Pol beta inh	Pol eta inh	Apoferritin bind	APE1 inh	POLK inh	BLM helicase inh	LDHA inh
CC[C@]12c3[nH]c4cc(CCC(=O)N(C)C)ccc4c3CCN1C(=O)[C@@H](CC(=O)NCCC1=CCCCC1)C[C@@H]2C(=O)N1CCN(C(=O)C2CC2)CC1	8%	1%	.	-20%	.	-1%	4%	.	-2
CCOC(=O)c1cnc(COc2ccccc2Cl)[nH]c1=O	34%[activator]	-2%	0%	-13%	2%	12%	-5%	-2%	-3
CCCC[C@@H]1CNC(=O)C(=O)N1CC(C)(C)C	21%	-1%	18%	-13%	2%	-10%	3%	-3%	-12
C(=Nc1ccccc1)c1ccc[nH]1	70%[activator]	0%	.	-14%	.	.	-16%	.	-7
Cc1c(C(=O)NCc2ccccc2F)oc2ccccc12	34%	3%	-7%	-16%	.	26%	7%	-3%	0
COc1ccc(NC(=O)CCNS(=O)(=O)c2ccc3[nH]c(=O)oc3c2)cc1Cl	-3%	-3%	-1%	-10%	-4%	53%	-9%	-1%	0
CN1OCC(S(=O)(=O)c2ccccc2)C1c1ccccc1 (configuration not stated)	32%[activator]	1%	-1%	2%	0%	11%	-7%	0%	-11

POLK inh: entries above that show a hit
molecule | POLI inh | GRP78 ERSR act | Pol eta inh | APE1 inh | POLK inh | BLM helicase inh | LDHA inh
CCc1ccc(N2CSC3=C(C#N)C(c4cccs4)CC(=O)N3C2)cc1 (configuration not stated) | 11µM* | 6% | ? | -4% | 79µM* | -26% | 10
